# Screens deposited in PubChem BioAssay by National Center for Advancing Translational Sciences (NCATS).
# PLK1 PBD inh: qHTS for Inhibitors of PLK1-PDB (polo-like kinase 1 - polo-box domain): Primary Screen; Serine/threonine-protein kinase PLK1 (Homo sapiens), P53350; Plk1 PBD binding of FITC phosphopeptide, fluorescence polarization; Potency, µM, without a hit: max response, negative = inhibition, usual class: inhibitors; hit rate 2.8% among 360,000; AID 720504, 2013; further: potency means the concentration at half of the fitted maximal effect; series mostly up to about 57 µM; on the % scale 0 is the no-effect control and ±100 the full control effect; nearly all actives have a fitted effect of over 65% in size
# IL-2 act: qHTS of IL-2 Activators. activation, % (series mostly up to about 46 µM). IL-2 activation reporter assay, cell-based qHTS; stimulated with anti-CD3/CD4/CD28 beads; in transgenic mouse T cells. AID 652025, 2013. hit rate 0.065% among 360,000; in the data active means activation above about 50%; inconclusive means mostly about 30% to 49%; further: 0% is about no effect
#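 First, unstimulated transgenic mouse T cells were exposed to compound for 60 min. Next, anti-CD3/anti-CD4-coated beads with anti-CD28 were added. Finally, after 18 h at 37 degrees C, EGFP and DsRed were imaged.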
# Abeta rescue: qHTS for compounds that reverse cellular toxicity of Amyloid beta (A-beta) peptide in yeast: Primary Screen; yeast expressing A-beta42, growth rescue, OD600, 48 h; response scale: 0% DMSO, 100% iron-clioquinol control; hit rate 0.063% among 410,000; Potency, µM (highest dose often 46.1 µM), without a hit: top-dose growth rescue, usual class: activators; further: potency means the concentration at half of the fitted maximal effect; nearly all actives have a fitted effect of over 55% in size
#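 Growth rescue measured by 600 nm absorbance after 48 h yeast culture at 30 C with compound. Values normalized between DMSO and an equimolar ferric chloride plus clioquinol control.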
# PI5P4K alpha inh: qHTS for Inhibitors of phosphatidylinositol 5-phosphate 4-kinase (PI5P4K). Phosphatidylinositol 5-phosphate 4-kinase type-2 alpha (Homo sapiens), P48426. PI5P4Kalpha enzyme, ADP-Glo luminescence, 60 min; stronger effect = lower value. max response, %. hit rate 1.2% among 330,000. AID 652105, 2013; active means max response of -50% or lower; inconclusive means between -30% and -50%; inactive means -30% or higher; further: value at the top dose of about 77 µM; on the % scale 0 is the no-effect control and ±100 the full control effect
#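 Compounds were pin-transferred onto PI5P4Kalpha and substrate in HEPES pH 7.4 buffer with EGTA, CHAPS and 5% DMSO. ATP (5 microM final) started the reaction, which ran 60 minutes at room temperature before ADP-Glo detection.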
# EPAC1 antagonist: qHTS for Antagonist of cAMP-regulated guanine nucleotide exchange factor 3 (EPAC1): primary screen; EPAC1 GEF assay, Rap1b-BODIPY-GDP exchange fluorescence; Potency, µM (titrated, usually from 115 µM), for the others: top-dose activity change, negative = inhibition, most hits filed as inhibitors; hit rate 0.14% among 360,000;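 further: potency means the concentration at half of the fitted maximal effect; plate controls were vehicle for no effect and positive control for full effect; nearly all actives have a fitted effect of over 50% in size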
# WRN inhibitor: qHTS for Inhibitors of WRN Helicase | Bifunctional 3'-5' exonuclease/ATP-dependent helicase WRN (Homo sapiens), Q14191 | WRN helicase unwinding, fluorescent forked duplex, kinetic | Potency, µM (titrated, usually from 114 µM), without a hit: top-dose activity change, negative = inhibition, usual class: inhibitors | hit rate 0.46% among 360,000; further: potency means the concentration at half of the fitted maximal effect; on the % scale 0 is the no-effect control and ±100 the full control effect; nearly all actives have a fitted effect of over 55% in size
# Target sequence (Q14191 whole entry, looked up): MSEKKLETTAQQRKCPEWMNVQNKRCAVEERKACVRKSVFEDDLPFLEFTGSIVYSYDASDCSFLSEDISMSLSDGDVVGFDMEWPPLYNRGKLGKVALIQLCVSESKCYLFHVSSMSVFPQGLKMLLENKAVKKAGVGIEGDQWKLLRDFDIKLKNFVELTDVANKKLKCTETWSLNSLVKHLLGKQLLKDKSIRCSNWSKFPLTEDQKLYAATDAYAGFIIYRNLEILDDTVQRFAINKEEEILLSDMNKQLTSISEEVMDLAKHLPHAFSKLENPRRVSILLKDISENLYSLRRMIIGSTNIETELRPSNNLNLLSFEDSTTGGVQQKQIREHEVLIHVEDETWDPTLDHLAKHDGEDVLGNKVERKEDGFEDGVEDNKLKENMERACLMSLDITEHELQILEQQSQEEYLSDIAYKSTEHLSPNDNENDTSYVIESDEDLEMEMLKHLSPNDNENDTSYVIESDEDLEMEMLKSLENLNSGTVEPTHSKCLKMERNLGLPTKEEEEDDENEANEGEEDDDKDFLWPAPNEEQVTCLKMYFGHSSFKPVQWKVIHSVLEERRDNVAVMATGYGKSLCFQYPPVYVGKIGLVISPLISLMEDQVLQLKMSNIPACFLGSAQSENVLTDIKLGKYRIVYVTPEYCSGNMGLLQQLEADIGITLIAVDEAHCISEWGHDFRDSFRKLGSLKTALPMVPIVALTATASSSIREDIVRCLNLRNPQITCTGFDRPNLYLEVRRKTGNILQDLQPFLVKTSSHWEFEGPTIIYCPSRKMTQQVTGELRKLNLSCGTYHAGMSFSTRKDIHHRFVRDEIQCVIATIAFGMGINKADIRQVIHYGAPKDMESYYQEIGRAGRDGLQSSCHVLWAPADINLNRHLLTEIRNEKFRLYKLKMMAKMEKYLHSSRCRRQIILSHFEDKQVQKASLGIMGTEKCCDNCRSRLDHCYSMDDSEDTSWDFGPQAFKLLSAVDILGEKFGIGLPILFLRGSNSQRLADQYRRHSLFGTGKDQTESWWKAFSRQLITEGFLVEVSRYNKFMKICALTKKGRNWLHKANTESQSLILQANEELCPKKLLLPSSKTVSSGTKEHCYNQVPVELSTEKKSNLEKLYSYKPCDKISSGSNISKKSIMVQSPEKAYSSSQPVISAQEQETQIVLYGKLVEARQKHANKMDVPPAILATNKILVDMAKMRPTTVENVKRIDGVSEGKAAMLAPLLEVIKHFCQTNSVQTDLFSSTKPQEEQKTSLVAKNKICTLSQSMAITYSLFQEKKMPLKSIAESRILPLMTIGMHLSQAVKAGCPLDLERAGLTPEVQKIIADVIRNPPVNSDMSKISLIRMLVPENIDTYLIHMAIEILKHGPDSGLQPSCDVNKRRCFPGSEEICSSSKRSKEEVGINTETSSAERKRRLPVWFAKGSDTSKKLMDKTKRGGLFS
#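 Kinetic red-fluorescence monitoring (525/598 nm) tracks WRN helicase activity after 100 nM fluorophore-quencher forked duplex and 2 mM ATP are added to 20 nM enzyme pretreated 15 min at room temperature with compound.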
# FUS yeast rescue: qHTS for Suppressors of FUS Proteinopathy: Primary screen using FUS-linked yeast assay; S. cerevisiae FUS-expressing, growth rescue, OD600, 24 h; Potency, µM (doses to about 76.6 µM), for inactives: at the highest dose growth rescue (activation), actives largely listed as activators; hit rate 0.24% among 390,000;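 further: potency means the concentration at half of the fitted maximal effect; plate controls were DMSO vehicle for no effect and reference control for full effect; nearly all actives have a fitted effect of over 55% in size; some results filed as inactive show a strong effect at the top dose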
#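 Cultures pregrown in 2.5% raffinose medium are shifted to minimal medium containing 2% galactose to express toxic FUS. Compounds are tested at several concentrations. After 24hr at 30C, growth is quantified at 600 nm absorbance.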
# EPAC1 agonist: qHTS for Agonist of cAMP-regulated guanine nucleotide exchange factor 3 (EPAC1): primary screen; Potency, µM (doses to about 154 µM), inactives show at the highest dose activation, most hits filed as activators; hit rate 0.073% among 360,000; EPAC1 agonist qHTS, biochemical assay; response scale: 100% = response to 6.5 mM cAMP; AID 720707, 2013; further: potency means the concentration at half of the fitted maximal effect; nearly all actives have a fitted effect of over 60% in size
#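 EPAC1 100 nM, Rap1B–BODIPY-GDP 250 nM, unlabeled GDP 50 uM; compound titration; 5 min RT; kinetic read ex480/em540 at 5-min intervals ×30 min; data normalized to 6.5 mM cAMP agonist control.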
# An asterisk follows results filed as active; ? = inconclusive; . = not tested or not shown; & = joins results of further samples; [ ] = remark or other dose. Unless noted, the call rests on the fitted dose curve; in most records, active means well fitted curve in the direction sought with a large enough effect; inconclusive means small, poorly fitted or top-dose-only effect, or another doubt; inactive means no such curve, though single readings can be large; an effect the other way counts as inactive or inconclusive.
SMILES,PLK1 PBD inh,IL-2 act,Abeta rescue,PI5P4K alpha inh,EPAC1 antagonist,WRN inhibitor,FUS yeast rescue,EPAC1 agonist
CCC(=O)N1CCC(C)(C(=O)Nc2ccc(OC)c(OC)c2)C1 (stereo not drawn),-6%,-0.3,-3%,-28,-4%,-5%,-22%,8%
O=C(/C=C/c1ccccc1)/C=C/c1ccccc1,-26%,-1.2,-50%[inhibitor],-1,?,?,-9%,14%
COc1ccc(S(=O)(=O)NC(=O)C2(C)CCN2C(=O)C2(c3ccccc3)CC2)cc1 (stereo not drawn),-3%,0.8,0%,-3,-8%,-2%,1%,2%
CC(O)Cn1ccccc1=N (stereo not drawn),-8%,-0.3,-4%,-8,2%,-1%,11%,2%
CCOC(=O)c1[nH]c2ccc(Br)cc2c1NC(=O)CNC,-4%,-1.4,-7%,-9,1%,6%[57.1 µM],19%,-6%
COCCNC(=O)Cn1cnc2c(cnn2-c2ccc(OC)cc2)c1=O,-4%,0.0,3%,1,5%,2%,-20%,-5%
CN(C)c1ccc(CC(=O)N2CCCC(c3cc(C(=O)Nc4ccccc4)no3)C2)cc1 (stereo not drawn),-6%,-1.0,1%,-8,-10%,-1%,25%,5%
CC(=O)O[C@H](COc1c2ccoc2cc2oc(=O)ccc12)C(C)(C)O,-9%,-0.2,19%,0,-3%,-1%,-15%,5%
O=S(=O)(c1cccc(S(=O)(=O)N2CCN(c3ncccn3)CC2)c1)N1CCOCC1,-3%,-0.1,0%,0,2%,-6%,-17%,3%
CCCN1CCN(CCCNC(=O)Cn2nc(C)n3c(cc4cc(F)ccc43)c2=O)CC1,30µM*,-2.6,3%&-5%,2,17%,1%,-14%&-14%,-10%
N=c1n(CCN2CCCCC2)c2ccccc2n1CC(O)c1ccc(Cl)c(Cl)c1 (stereo not drawn),?,-1.1,-6%,.,-6%,-12%,6%,11%
CC(c1ccco1)N(C(=O)c1ccc(C#N)cc1)c1ccccn1 (stereo not drawn),-2%,-2.8,4%,2,13%,8%,-3%,0%
CC(C)c1cc(CNC(=O)CCc2nnc(CCCCc3ccccc3)o2)on1,-10%,-3.6,11%,1,-12%,11%,15%,-10%
CCOC(=O)C1(Cc2ccccc2C(F)(F)F)CCN(C2CCN(C(C)=O)CC2)CC1,-2%,-1.9,17%,1,11%,2%,2%,-1%
CCCC[C@@H]1CCCO[C@@](C(=O)NCc2ccccn2)(C(F)(F)F)C1,?,-0.9,3%,0,-3%,4%,13%,-9%
CC1CN(C(=O)COC(=O)c2c(Cl)cccc2Cl)CC(C)O1 (stereo not drawn),-10%,-0.6,-3%,4,1%,1%,12%,-4%
COc1ccc(N2CC(C(=O)N3CCN(C(=O)c4ccco4)CC3)CC2=O)cc1 (stereo not drawn),-22%,0.2,-14%,-9,-3%,7%,33%,0%
Cc1cc(=O)oc2cc(OCC(=O)OCC(=O)Nc3ccc(C(N)=O)cc3)ccc12,3%,-0.3,1%,-7,12%,-8%,-2%,11%
O=C(/C=C/c1ccco1)Nc1ccc(CN2CCOCC2)cc1,-7%,0.4,-6%,-3,-5%,-4%,6%,-4%
Cc1ccc(-c2ccc(NC(=O)C3C4C=CC(C4)C3C(=O)O)cc2)o1 (stereo not drawn),-5%,-1.1,6%,.,3%,-18%,?,8%
CN(C(=O)c1ccc(NC(=O)Cc2ccc(NC(=O)C3CCN(C(=O)c4ccccc4)CC3)cc2)cc1)C1CC1,-11%,0.5,-9%,-11,-11%,0%,28%,-3%
CCn1cc(S(=O)(=O)NCc2ccc(OC)cc2)cn1,-10%,-1.3,9%,0,24%,3%,-2%,6%
CCOC(=O)N1CCN(C(=O)CCN2C(=O)c3ccccc3S2(=O)=O)CC1,-5%,0.5,-1%,1,-10%,1%,0%,11%
N#Cc1nc(-c2ccc(OCc3ccc(Cl)cc3)cc2)oc1NCCCn1ccnc1,-3%,1.7,11%,-5,-4%,-11%,13%,5%
CCN(Cc1ccccc1)C(=O)COC(=O)[C@@H]1CCCN1C(=O)c1cccs1,-6%,0.1,-1%,0,-3%,-3%,3%,-12%
CCN(CC)c1ccc(S(=O)(=O)N(CC)CC)cc1NC(=O)c1cccnc1,-5%,-0.3,-2%,3,-17%,-1%,14%,-3%
CC(=O)c1cccc(NC(=O)COc2cc(C)on2)c1,-6%,-1.1,2%,-1,-4%,3%,2%,3%
O=C(O)c1ccccc1NS(=O)(=O)c1ccc(N/N=C/c2ccc(O)c(O)c2)c([N+](=O)[O-])c1,?,3.6,-7%,-96*,16µM*,11µM*,.,-14%
Oc1cccc(-n2nnnc2SCc2ccccc2F)c1,-12%,-0.7,5%,-4,-2%,-2%,1%,5%
O=C(c1ccccc1Cl)N1CCN(Cc2ccc3c(c2)OCO3)CC1,-7%,-0.7,-5%,-9,4%,5%,1%,-10%
COc1cccc(NC(=O)CN(C)C(=O)C2CC(=O)N(CCc3ccc(OC)c(OC)c3)C2)c1 (stereo not drawn),-3%,1.1,3%,-20,-8%,-33%,.,-11%
Cc1ccc(C2C(C#N)=C(N)Oc3n[nH]c(-c4cccnc4)c32)o1 (stereo not drawn),?,-1.2,6%,?,9%,2%,13%,-2%
CCN(CC)CCNC(=S)Nc1ccc2nc(N3CCCC3)cc(C)c2c1,-11%,-3.7,6%,2,12%,-8%,?,1%
Cc1ccc(C(=O)NCc2ccc(N3CCN(C(=O)OC(C)(C)C)CC3)cc2)cc1,1%,-0.1,0%,0,9%,3%,.,-7%
O=C(CN1CC[C@@]2(O)CCCC[C@H]2[C@@H]1c1ccc(F)cc1)NCc1ccco1,-11%,-0.2,-9%,-1,0%,-2%,45%,-4%
Nn1c(SCC(=O)Nc2nccs2)nnc1-c1cccnc1,-21%,-0.4,-4%,-6,-19%,1%,-7%,-1%
CCN(Cc1ccccc1)C(=O)Cc1c[nH]c2ccccc12,-1%,-0.4,3%,-14,-3%,-4%,6%,3%
CCOc1ccc(OCc2ccc(C(=O)OCc3ccccn3)o2)cc1,-1%,1.6,7%,2,6%,5%[57.1 µM],15%,-1%
O=C(COC(=O)c1c[nH]c(=O)[nH]c1=O)Nc1ccccc1Br,1%,-0.3,9%,5,2%,6%,-19%,-9%
CC1=C(NCCc2ccccc2)CCC1=O,-8%,-0.9,5%,-7,-7%,-4%,2%,8%
CCn1c(C)nc2cc(C(=O)N/N=C(\C)c3ccccc3O)ccc21,-9%,0.6,-19%,-1,?,-4%,8%,1%
CCC1CCCCN1CCCNC(=O)c1ccc2c(c1)c(C)c(C)n2C (stereo not drawn),-6%,-3.8,9%,1,-20%,-4%,-1%,-1%
CCc1ccccc1NC(=O)CN(C)S(=O)(=O)c1ccc2c(c1)c(=O)n(C)c(=O)n2C,-3%,-0.1,-15%,4,9%,0%,-24%,3%
CCOC(=O)CCN(Cc1cccs1)S(=O)(=O)c1ccc(F)cc1,-1%,-0.4,-13%,.,9%,7%,15%,1%
O=C(CSCC(=O)N1CCOCC1)Nc1ccccc1,-12%,-0.2,-17%,-5,6%,-19%,-9%,6%
Cc1cccc(N2CCN(CC(O)COc3ccccc3)CC2)c1 (stereo not drawn),0%,0.2,-1%,10,-4%,-8%,4%,4%
O=C(NCc1ccco1)c1cc(-c2cccs2)on1,-4%,-3.6,-12%,.,13%,6%,13%,1%
CCCOc1ccccc1Cn1c(=O)oc2ccc(C)cc21,-2%,-3.7,3%,2,-1%,1%,15%,-3%
O=C(CCc1nnc(Cc2c[nH]c3ccccc23)o1)NCC1CC12CCCCC2 (stereo not drawn),-17%,-3.6,2%,2,-6%,-8%,33%,-6%
CSc1nnc(-c2ccc([N+](=O)[O-])cc2)o1,?,-0.6,-13%,-15,-13%,3%,-8%,4%

# (further entries)
SMILES,PLK1 PBD inh,IL-2 act,Abeta rescue,PI5P4K alpha inh,EPAC1 antagonist,WRN inhibitor,FUS yeast rescue,EPAC1 agonist
Cn1nc(C(F)(F)F)c(-c2ccc(Br)cc2)c1NC(=O)c1nccnc1C(=O)O,2%,-0.1,12%,-2,-1%,-7%,-20%,-7%
COc1cc(OC)cc(C(=O)NC2CCSC2=O)c1 (stereo not drawn),-7%,-1.6,7%,-1,5%,1%,?,14%
CC(=O)N1CCN(Cc2cc(=O)n3cc(Cl)c(C)c(Cl)c3n2)CC1,-9%,-0.8,5%,1,-1%,3%,-2%,1%
COC(=O)C1CCN(C(=O)NC(C)(C)C)CC1,0%,0.2,18%,-1,-7%,-6%,4%,5%
CSCCC(NC(=O)c1ccccc1Br)C(=O)NCc1ccc(F)cc1 (stereo not drawn),-3%,0.2,-6%,0,-4%,-1%[57.1 µM],3%,7%
COc1ccc2cc(C(=O)C3CCCN(Cc4ccccn4)C3)ccc2c1 (stereo not drawn),2%,-1.9,3%,-1,-4%,-4%[57.1 µM],8%,3%
CCCOc1ccc(/C=C2/C(=O)ON=C2C)cc1OCC,1.7µM*,2.9,28%,0,-7%,-7%,-1%,1%
Cc1ccc(CC(=O)Nc2ccc(S(=O)(=O)Nc3ncccn3)cc2)cc1,-11%,0.0,6%,-1,-22%,12%,11%,-1%
CSc1ccc(S(=O)(=O)NC(C)c2ccccc2)cc1 (stereo not drawn),-24%,0.0,13%,0,-13%,3%,4%,-9%

# Among those listed so far, these have a COOH group:
SMILES,PLK1 PBD inh,IL-2 act,Abeta rescue,PI5P4K alpha inh,EPAC1 antagonist,WRN inhibitor,FUS yeast rescue,EPAC1 agonist
Cc1ccc(-c2ccc(NC(=O)C3C4C=CC(C4)C3C(=O)O)cc2)o1 (stereo not drawn),-5%,-1.1,6%,.,3%,-18%,?,8%
O=C(O)c1ccccc1NS(=O)(=O)c1ccc(N/N=C/c2ccc(O)c(O)c2)c([N+](=O)[O-])c1,?,3.6,-7%,-96*,16µM*,11µM*,.,-14%
Cn1nc(C(F)(F)F)c(-c2ccc(Br)cc2)c1NC(=O)c1nccnc1C(=O)O,2%,-0.1,12%,-2,-1%,-7%,-20%,-7%
